M4 ag: human M4 muscarinic receptor agonists, primary screen, CHO-K1 cells, Fluo-8 calcium fluorescence. Muscarinic acetylcholine receptor M4 (Homo sapiens), P08173. CHO-K1 hM4/Gqi5; vehicle 0%, full acetylcholine response 100%. activation, % at 3 µM. hit rate 0.14% among 360,000. AID 624127, 2012;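 active = activation above the run mean over all test wells plus 3 SD, cut at about 32% in these data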;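 also: peak over basal fluorescence ratio per well then scaled between controls; 0% = DMSO wells and 100% = acetylcholine at EC100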
Target sequence (P08173 whole entry, looked up): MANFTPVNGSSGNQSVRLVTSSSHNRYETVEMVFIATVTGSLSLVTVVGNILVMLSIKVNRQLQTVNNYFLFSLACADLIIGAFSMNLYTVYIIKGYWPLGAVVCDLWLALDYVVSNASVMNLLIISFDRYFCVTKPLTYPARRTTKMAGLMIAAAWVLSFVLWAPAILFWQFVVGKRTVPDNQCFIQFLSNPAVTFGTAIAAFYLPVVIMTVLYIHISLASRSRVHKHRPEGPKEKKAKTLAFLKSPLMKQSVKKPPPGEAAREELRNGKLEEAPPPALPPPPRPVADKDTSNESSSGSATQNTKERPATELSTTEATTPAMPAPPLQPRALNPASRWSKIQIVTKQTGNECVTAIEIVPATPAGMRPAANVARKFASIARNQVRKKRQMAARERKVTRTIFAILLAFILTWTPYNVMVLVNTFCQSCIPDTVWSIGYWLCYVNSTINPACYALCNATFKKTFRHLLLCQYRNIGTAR
CRFR2-BP ag: agonists of CRF-BP/CRF-R2 complex, primary screen, cell-based, HEK293, calcium dye fluorescence, uHTS; CRF-binding protein / CRF receptor 2 complex (human); calcium dye fluorescence (FLIPR); percent of saturating CRF peptide response; activation, % at 13.2 µM; hit rate 0.46% among 350,000; AID 588473, 2011;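 active = activation of at least 50%, plus an integration ratio under a set limit after plate pattern correction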;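 also: plate controls were neutral control wells without compound for no effect and CRF at EC100 for full effect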
CRFBP-R2 block: antagonists of CRF-BP/CRF-R2 complex, primary screen, cell-based, HEK293, calcium dye fluorescence, uHTS. CRF-induced calcium fluorescence. inhibition, % at 11.8 µM. hit rate 0.59% among 350,000;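 active = inhibition of the ligand-induced calcium signal above about 50% at the single tested concentration, limit read from the data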
CHRM5 antagonist: human M5 muscarinic receptor antagonists, primary screen, CHO cells, Fluo-8 calcium fluorescence. Muscarinic acetylcholine receptor M5 (Homo sapiens), P08912. CHO-hM5 cells, ACh EC80. inhibition, % at 3 µM. hit rate 0.59% among 360,000;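 active = inhibition above a per-plate cutoff, the mean of that plate's test compounds plus 3 SD, cut at about 27% in these data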;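 also: 0% = acetylcholine EC80 with DMSO and 100% = DMSO without agonist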
Target sequence (P08912 whole entry, looked up): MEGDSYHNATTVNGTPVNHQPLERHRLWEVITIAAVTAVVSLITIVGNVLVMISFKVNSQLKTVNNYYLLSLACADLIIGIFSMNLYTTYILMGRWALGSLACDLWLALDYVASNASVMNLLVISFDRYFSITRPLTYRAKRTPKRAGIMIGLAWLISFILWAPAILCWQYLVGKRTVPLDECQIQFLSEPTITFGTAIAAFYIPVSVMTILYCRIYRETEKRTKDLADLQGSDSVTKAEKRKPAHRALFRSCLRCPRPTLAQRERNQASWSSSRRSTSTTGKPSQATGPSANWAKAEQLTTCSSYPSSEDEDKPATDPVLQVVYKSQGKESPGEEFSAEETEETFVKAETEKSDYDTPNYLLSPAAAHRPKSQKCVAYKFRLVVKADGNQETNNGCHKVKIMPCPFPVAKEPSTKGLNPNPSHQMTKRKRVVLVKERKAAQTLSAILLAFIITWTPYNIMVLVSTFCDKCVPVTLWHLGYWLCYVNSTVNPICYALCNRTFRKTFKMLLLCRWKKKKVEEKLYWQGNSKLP
CHRM4 PAM: human M4 muscarinic receptor positive allosteric modulators, primary screen, CHO-K1 cells, Fluo-8 calcium fluorescence; CHO-K1 hM4/Gqi5, ACh EC20; 0% = ACh EC20, 100% = maximal ACh; activation, % at 3 µM; hit rate 0.4% among 360,000;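 active = activation above its plate's cutoff, the mean activation of sample wells plus 3 SD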; also: some results filed as inactive read as strong as hits
CHRM5 agonist: human M5 muscarinic receptor agonists, primary screen, CHO-K1 cells, Fluo-8 calcium fluorescence | Muscarinic acetylcholine receptor M5 (Homo sapiens), P08912 | CHO-K1 hM5 cells; 0% DMSO wells, 100% maximal acetylcholine response | activation, % at 3 µM | hit rate 0.19% among 360,000 | AID 624037, 2012;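 active = activation above the run's mean over test compounds plus 3 SD, cut at about 23% in these data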;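 also: signal is peak over basal fluorescence ratio across the kinetic read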
CHRM5 PAM: human M5 muscarinic receptor positive allosteric modulators, primary screen, CHO-K1 cells, Fluo-8 calcium fluorescence; hit rate 0.3% among 360,000; activation, % at 3 µM; Muscarinic acetylcholine receptor M5 (Homo sapiens), P08912; CHO-K1 hM5, ACh EC20 PAM; 0% = ACh EC20, 100% = ACh EC100;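 active = activation above the run cutoff, the mean activation of all test compounds plus 3 SD, cut at about 18% in these data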
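System: CHO-K1 cell line with stable human muscarinic M5 receptor expression | Also added: EC20 acetylcholine as agonist stimulus | Compound: One concentration, 3 µM final (nominal) | Timing: Fluo-8 loading 80 min at 37 °C plus 30 min room temperature | Measured by: Fluo-8 calcium dye fluorescence, kinetic read | Read-out basis: % activation, ACh-normalized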
M4 antag: human M4 muscarinic receptor antagonists, primary screen, CHO cells, Fluo-8 calcium fluorescence | Muscarinic acetylcholine receptor M4 (Homo sapiens), P08173 | inhibition, % at 3 µM | CHO-hM4 cells, ACh EC80 | hit rate 0.73% among 360,000;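 active = inhibition above its plate's cutoff, the mean inhibition of sample wells plus 3 SD, cut at about 27% in these data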;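 also: 0% = acetylcholine EC80 with DMSO and 100% = DMSO without agonist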
IDE cell inh: human IDE inhibitors in live cells, primary screen, fluorescence polarization, HEK cells, FAbetaB substrate | Insulin-degrading enzyme (Homo sapiens), P14735 | FAbetaB cleavage | inhibition, % at 5.59 µM | hit rate 0.41% among 320,000;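 active = percent inhibition above the average of all tested compounds plus 3 SD, set per screening campaign, cut at about 16% in these data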;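 also: IDE supplied by intact live HEK cells; FP after avidin binding of uncleaved biotin substrate so inhibition keeps polarization high; 0% = DMSO wells and 100% = 60 µM reference IDE inhibitor Ii1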
Numbers without * were called inactive; . = no result given.

cpd	mol	M4 ag	CRFR2-BP ag	CRFBP-R2 block	CHRM5 antagonist	CHRM4 PAM
1	COc1ccc(CN2CCN(C(=O)CCC(=O)Nc3nnc(C(F)(F)F)s3)CC2)cc1F	11	1.7	-8	-5	-10
2	COc1cc(CNc2ccc(N3CCCC3)cc2)ccc1OCc1ccccc1F	2	1.4	-12	-3	3
3	CC(=O)c1ccc(NC(=O)CSc2nc3[nH]c(=O)cc(O)c3s2)cc1	2	-1.1	3	11	-1
4	CC(C)c1ccc(S(=O)(=O)c2cnc(=S)[nH]c2N)cc1	2	2.1	-9	0	3
5	CCC(C)n1c(=N)c(C#N)cc2c(=O)n3cc(C)ccc3nc21 (stereo not given)	2	1.8	-1	5	8
6	CN(CC(=O)O)c1ccc(C(F)(F)F)cc1[N+](=O)[O-]	0	-4.4	20	-3	10
7	Cc1c(NC(=O)OCc2ccccc2)c(=O)n(-c2ccccc2)n1C	0	3.7	4	-2	0
8	Cc1nc2c(C(=O)NCCC(C)C)c[nH]n2c(=O)c1Cc1ccccc1F	-2	0.3	8	1	17
9	Cc1ccc(S(=O)(=O)N(C)C)cc1NC(=O)C(C)N(C)CCOc1ccc(Cl)cc1 (stereo not given)	9	0.2	-8	8	-1
10	O=C(CSc1nnc(-c2cccc(S(=O)(=O)N3CCOCC3)c2)n1C1CCCCCC1)NCc1ccccc1	1	7.7	-28	4	2
11	CCN(Cc1ccccc1)S(=O)(=O)CCNC(=O)c1ccc(OC)cc1	4	1.6	7	-6	0
12	O=C(COc1ccc(S(=O)(=O)NCc2ccccc2)cc1Cl)NCc1ccccn1	3	0.8	-16	9	-6

cpd	CHRM5 agonist	CHRM5 PAM	M4 antag	IDE cell inh
1	-3	2	-21	1
2	-2	2	-5	-2
3	0	-2	7	.
4	-3	3	-10	2
5	1	8	3	-6
6	0	3	-3	.
7	1	-2	-11	-2
8	-3	-1	-34	-8
9	-1	-3	6	8
10	-1	-9	0	-2
11	3	9	-3	-1
12	-1	-1	11	-3

Continuation.
cpd	mol	M4 ag	CRFR2-BP ag	CRFBP-R2 block	CHRM5 antagonist	CHRM4 PAM
13	COc1ccccc1CNC(=O)CSc1ccsc1[N+](=O)[O-]	2	-1.0	-1	-6	0
14	COc1cccc(/C=N/N2CCN(c3ccccc3OC)CC2)c1	0	-2.5	38	-4	-6
15	CC(C)[C@@H](C(=O)O)N(Cc1cccc(CN([C@H](C(=O)O)C(C)C)S(C)(=O)=O)c1)S(C)(=O)=O	2	-1.4	4	-8	4
16	Cc1cccc2c(=O)cc(C)n(Cc3ccccc3)c12	-2	4.3	-47	-3	8
17	Cn1cccc1-c1cc(C(=O)N/N=C/c2ccc(Cl)cc2)[nH]n1	1	-0.3	-20	4	-7
18	CN(C)c1ccc(C2(O)C(=O)c3ccccc3C2=O)cc1	2	0.5	11	2	-5
19	Cc1occc1C(=O)N1CCCc2ccccc21	0	-1.6	4	2	-1
20	O=C(O)c1ccc(Cn2cnc3cccnc32)cc1	1	0.8	2	-8	-1
21	COc1c(C(=O)Nc2ccc3[nH]c(=O)[nH]c3c2)cc2ccccc2c1Br	0	-1.3	18	-9	2
22	CC12CCC(=O)N1C(C(=O)NNC(=O)c1ccccc1)CS2 (stereo not given)	0	0.5	4	0	-1
23	CCOc1ccc(NC(=O)NCc2ccccn2)cc1	0	0.5	22	15	-1
24	COc1ccc(CNS(=O)(=O)NCc2ccc(C)cc2)cc1OC	8	0.0	24	6	-5

cpd	CHRM5 agonist	CHRM5 PAM	M4 antag	IDE cell inh
13	-5	6	-7	-2
14	-1	-2	8	-5
15	5	6	-8	-6
16	-3	15	-11	8
17	-2	4	-18	8
18	-4	-2	0	2
19	0	-7	-1	-3
20	0	-1	5	0
21	1	10	0	-3
22	-3	-5	4	-3
23	-5	-2	0	-3
24	2	-6	2	6

Next section.
cpd	mol	M4 ag	CRFR2-BP ag	CRFBP-R2 block	CHRM5 antagonist	CHRM4 PAM
25	COc1cc(O)c(CCC(=O)c2ccc(OC)c(OC)c2)c(OC)c1	6	-1.7	-3	2	-2
26	CC1CCCN(S(=O)(=O)c2coc(C(N)=O)c2)C1 (stereo not given)	1	0.8	1	-3	-1
27	CCOC(=O)c1cc2sc(C)cc2n1CC(=O)N1CCOCC1	1	-3.5	17	3	0
28	O=C(COc1ccccc1)N/N=C/c1ccc2c(c1)OCO2	2	0.7	7	-6	14
29	CC(C)(C)NS(=O)(=O)c1ccc(NS(=O)(=O)Cc2ccccc2)cc1	3	2.7	-22	1	-5
30	CC(C)C(=O)Nc1nnc(SCC(=O)NCc2ccc3c(c2)OCO3)s1	0	-1.3	-6	1	11
31	Cc1ccc2c(c1)C1CN(C)CCC1N2C(=O)c1cccc(S(=O)(=O)N(C)C)c1 (stereo not given)	0	0.2	15	-2	-5
32	O=C(CC1CCCC1)Nc1cc(S(=O)(=O)N2CCOCC2)ccc1O	1	0.0	1	-3	-2
33	Nc1cc(Cl)ccc1N1CCOCC1	0	1.1	10	-2	0
34	CCOc1cc(N2CCOCC2)c(OCC)cc1NC(=O)C1=NN(c2cccc(C)c2)C(=O)CC1	7	-0.4	12	7	-14
35	CN(CCc1ccccn1)C(=O)CN(C)S(=O)(=O)c1ccc2c(c1)c(=O)n(C)c(=O)n2C	1	5.0	-13	-6	11
36	CN1CC(c2ccc(C#N)cc2)C2(COc3ccccc3C2=O)C12C(=O)Nc1ccccc12 (stereo not given)	-1	2.6	-34	9	-6

cpd	CHRM5 agonist	CHRM5 PAM	M4 antag	IDE cell inh
25	3	-4	-7	-1
26	1	3	5	2
27	-1	-6	3	4
28	-3	-3	-4	-3
29	5	-7	0	-2
30	-1	6	-8	-8
31	-5	0	-6	4
32	1	2	3	9
33	-3	-3	-1	4
34	0	-14	14	5
35	0	9	8	-4
36	-4	-8	3	-4

Next section
cpd	mol	M4 ag	CRFR2-BP ag	CRFBP-R2 block	CHRM5 antagonist	CHRM4 PAM
37	COc1ccc(CCN2CNc3c(c(=O)n(C)c(=O)n3C)C2)cc1	0	2.2	-15	4	1
38	O=c1[nH]cc(F)c(=O)[nH]1	0	-1.2	-33	1	-5
39	Cn1c(=O)c2c(nc(N3CCN(c4ccccc4)CC3)n2CCCc2ccccc2)n(C)c1=O	0	0.5	-7	2	4
40	O=C(c1ccc(-c2ccccc2Cl)o1)N1CCN(c2ccccc2O)CC1	7	-0.4	16	10	4
41	O=C1c2ccccc2NC(c2ccccc2)N1c1ccc(O)cc1 (stereo not given)	8	-0.5	11	5	-3
42	C=CCn1c(SCC(=O)Nc2cc(C)ccc2OC)nnc1-c1ccco1	2	-0.5	15	-4	2
43	O=C(Nc1cccc(-c2nc3cccnc3s2)c1)c1ccco1	16	-0.6	-24	6	5
44	CCCCCCSc1nnc(N)s1	0	-0.3	9	-15	28
45	CC1CC(C(F)(F)F)n2ncc(C(=O)O)c2N1 (stereo not given)	0	0.4	-4	2	1
46	CN1CCN(C(=O)c2cnn(-c3ccccc3)c2NC(=O)c2ccccc2F)CC1	0	-1.1	-4	-5	7
47	Cc1ccc(CN2C(=O)C[C@@H](NC(=O)OCC3c4ccccc4-c4ccccc43)C/C=C\C2c2ccc(C)cc2)cc1 (stereo not given in full)	0	9.3	1	-10	3
48	Cc1ccc(CNC(=O)C2(NC(=O)Nc3ccc(C)cc3)CCCCC2)cc1	0	0.7	3	3	7

cpd	CHRM5 agonist	CHRM5 PAM	M4 antag	IDE cell inh
37	-4	2	-10	5
38	0	0	3	-1
39	-1	-2	4	2
40	1	-10	-16	-2
41	4	-7	-4	-5
42	1	1	-10	5
43	5	-7	-4	4
44	0	14	-17	2
45	0	-1	5	3
46	-2	1	7	-6
47	0	-2	-24	.
48	-1	2	-6	6

Profiles, quoted from the list.
Results for C=CCn1c(SCC(=O)Nc2cc(C)ccc2OC)nnc1-c1ccco1 → M4 ag: 2; CRFR2-BP ag: -0.5; CRFBP-R2 block: 15; CHRM5 antagonist: -4; CHRM4 PAM: 2; CHRM5 agonist: 1; CHRM5 PAM: 1; M4 antag: -10; IDE cell inh: 5
Results for O=c1[nH]cc(F)c(=O)[nH]1 → M4 ag: 0; CRFR2-BP ag: -1.2; CRFBP-R2 block: -33; CHRM5 antagonist: 1; CHRM4 PAM: -5; CHRM5 agonist: 0; CHRM5 PAM: 0; M4 antag: 3; IDE cell inh: -1

Reformatted: 3 of the compounds above
Order of results – M4 ag	CRFR2-BP ag	CRFBP-R2 block	CHRM5 antagonist	CHRM4 PAM	CHRM5 agonist	CHRM5 PAM	M4 antag	IDE cell inh
7	Cc1c(NC(=O)OCc2ccccc2)c(=O)n(-c2ccccc2)n1C
    0	3.7	4	-2	0	1	-2	-11	-2
8	Cc1nc2c(C(=O)NCCC(C)C)c[nH]n2c(=O)c1Cc1ccccc1F
    -2	0.3	8	1	17	-3	-1	-34	-8
9	Cc1ccc(S(=O)(=O)N(C)C)cc1NC(=O)C(C)N(C)CCOc1ccc(Cl)cc1 (stereo not given)
    9	0.2	-8	8	-1	-1	-3	6	8

(continued)
cpd	mol	M4 ag	CRFR2-BP ag	CRFBP-R2 block	CHRM5 antagonist	CHRM4 PAM
49	CN(C(=O)CSc1nnc(-c2cccnc2)n1-c1ccccc1F)C1CCS(=O)(=O)C1 (stereo not given)	2	-0.5	1	1	3
50	O=C(C[n+]1ccc(C(=O)NCc2ccccc2)cc1)c1ccc(OC(F)F)cc1	1	1.8	7	4	-2
51	Cc1onc(-c2ccccc2)c1C(=O)N/N=C/c1cc(Br)c(O)c(Br)c1	2	-1.2	13	0	1
52	COc1ccc(NC(=O)C[C@H]2C(=O)N(C3CCCCC3)C[C@@H]2C)cc1	1	-0.4	12	-3	-1
53	Cc1cccc(CN2CCNC2=O)c1	1	1.0	23	-2	10
54	Cc1cccc(NC(=O)COc2ccc(/C=N\n3cnnc3)cc2)c1	1	-1.4	15	12	3
55	CC(=O)N1c2ccccc2-c2nc3ccccc3n2C1C (stereo not given)	4	-1.2	-13	14	-3
56	CSc1ccc(CN(C)C(=O)CCNS(=O)(=O)c2ccc(C)c(C)c2)cc1	6	-1.1	12	0	-4
57	CCOC(=O)C1CCN(C(=O)C(C)Oc2ccc(Br)cc2)CC1 (stereo not given)	17	-2.2	11	24	-1
58	COc1ccccc1NS(=O)(=O)c1cc(NC(=O)c2sccc2C)ccc1N1CCOCC1	6	0.4	11	12	-14

cpd	CHRM5 agonist	CHRM5 PAM	M4 antag	IDE cell inh
49	2	4	1	8
50	-6	0	-5	2
51	-3	1	-4	.
52	1	0	2	.
53	0	4	-8	-2
54	-3	-6	7	2
55	-1	-5	1	1
56	-3	-2	-3	2
57	-1	-15	-4	2
58	-6	-8	21	-2
